Bioassay records deposited in PubChem by several laboratories.
Bim-Bcl-B – inhibitors of Bim-Bcl-B interaction, human. Q9HD36. bead-based flow cytometry, Bim peptide-Bcl-B binding. inhibition, % at 10 µM. 190,000 compounds, 0.073% hits;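 note: 0% = tracer peptide without compound and 100% = reference inhibitor peptide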
Bim-Bcl-W – disrupts Bim peptide binding to human Bcl-W; Q92843; bead-based flow cytometry; inhibition, % at 10 µM; 190,000 compounds, 0.02% hits; AID 952;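 note: 0% = bound tracer without compound and 100% = peptide blocker; higher means less fluorescent Bim peptide bound to Bcl-W beads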
Bim-Bcl-2 – disrupts Bim peptide binding to human Bcl-2; AID 950; inhibition, % at 10 µM; 190,000 compounds, 0.06% hits; P10415; Bead-based flow cytometry, Bim peptide-Bcl-2 binding; in the data active = inhibition above about 40%; inconclusive = no clear call, values can overlap the other calls;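 note: 0% = no compound wells with probe peptide and 100% = reference peptide inhibitor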
Target sequence (P10415 whole entry, looked up): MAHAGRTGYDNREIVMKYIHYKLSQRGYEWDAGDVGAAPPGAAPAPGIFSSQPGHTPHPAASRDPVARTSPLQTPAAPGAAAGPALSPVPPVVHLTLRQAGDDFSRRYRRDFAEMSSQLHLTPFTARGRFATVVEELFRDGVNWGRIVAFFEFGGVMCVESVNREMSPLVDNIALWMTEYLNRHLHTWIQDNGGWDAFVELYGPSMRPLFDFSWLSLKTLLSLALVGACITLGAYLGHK
Bim-Bcl-XL – inhibitors of Bim-Bcl-XL interaction, human | Q07817 | Bim peptide-Bcl-XL binding, bead flow cytometry, fluorescence | inhibition, % at 10 µM | 190,000 compounds, 0.04% hits | AID 1007
Mcl1-Noxa inh – Mcl-1/Noxa interaction inhibition; TR-FRET Mcl-1/Noxa peptide binding, 2 h; inhibition, % at 21.7 µM; 220,000 compounds, 1.5% hits;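 active = compounds that cut the protein-peptide binding signal by more than 50% relative to plate controls in a single-dose test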;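 note: His-tagged Mcl-1 with rhodamine Noxa BH3 peptide and terbium anti-His antibody; 0% = Mcl-1 plus Noxa peptide wells and 100% = peptide-only wells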
Target sequence (Q07820 whole entry, looked up): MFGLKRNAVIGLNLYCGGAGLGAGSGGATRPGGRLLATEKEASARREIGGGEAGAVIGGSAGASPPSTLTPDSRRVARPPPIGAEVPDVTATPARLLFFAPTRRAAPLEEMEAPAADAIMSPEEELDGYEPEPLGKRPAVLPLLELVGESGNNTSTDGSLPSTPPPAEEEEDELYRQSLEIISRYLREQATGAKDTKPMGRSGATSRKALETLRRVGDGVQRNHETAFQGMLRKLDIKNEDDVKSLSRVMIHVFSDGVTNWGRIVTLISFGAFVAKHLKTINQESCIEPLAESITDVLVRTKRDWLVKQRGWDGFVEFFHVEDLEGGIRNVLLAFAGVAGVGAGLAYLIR
Mcl1 Bid PPI – disrupts binding of human Mcl-1 to Bid peptide. Q07820. AID 1021. 220,000 compounds, 0.97% hits. TR-FRET Mcl-1/Bid-Dy647 peptide binding, 1536-well. inhibition, % at 21.7 µM;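 active = compounds that cut the binding signal by more than half at the single screening dose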;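 note: His-tagged Mcl-1 with europium anti-His antibody binding Bid BH3 peptide; 0% = Mcl-1 plus peptide wells and 100% = peptide-only wells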
RGS4-Gao reg – human RGS4-Galphao interaction regulation; P09471; Multiplexed bead flow cytometry, RGS4-Galphao binding; actives lie on both sides; binding response (% of control), % at 10 µM; 220,000 compounds, 0.33% hits; AID 1415; in the data active = binding response below about 49% or above about 150%; inactive = in between;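 note: fluorescent Galphao activated with aluminum fluoride binding bead-coupled RGS4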
Target sequence (P09471 whole entry, looked up): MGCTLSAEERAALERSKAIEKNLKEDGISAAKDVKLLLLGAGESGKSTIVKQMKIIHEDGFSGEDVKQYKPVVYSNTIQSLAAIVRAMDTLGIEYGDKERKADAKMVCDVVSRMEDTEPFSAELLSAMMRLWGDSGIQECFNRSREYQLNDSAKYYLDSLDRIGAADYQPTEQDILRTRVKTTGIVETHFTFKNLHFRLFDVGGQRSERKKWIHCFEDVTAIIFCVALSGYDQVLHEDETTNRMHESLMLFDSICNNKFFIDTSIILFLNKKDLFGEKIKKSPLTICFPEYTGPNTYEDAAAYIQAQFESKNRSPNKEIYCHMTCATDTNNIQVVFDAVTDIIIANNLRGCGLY
RGS8-Gao reg – human RGS8-Galphao interaction regulation. response (percent of control binding), % at 10 µM. P09471. multiplexed bead flow cytometry, RGS8-Galphao binding; actives lie on both sides. 220,000 compounds, 0.34% hits; in the data active = response below about 60% or above about 140%; inactive = in between;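 note: Galphao activated as the GDP aluminium fluoride complex binding bead-coupled RGS8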
Bim-Mcl-1 – human Bim-Mcl-1 interaction inhibition; Q07820; Bead-based flow cytometry, Bim peptide-Mcl-1 binding; AID 1009; inhibition, % at 10 µM; 190,000 compounds, 0.1% hits;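 note: 0% = no compound tracer wells and 100% = peptide blocker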
Bfl-1 Bim block – human Bim-Bfl-1 interaction inhibition | 190,000 compounds, 0.12% hits | Q16548 | Bead-based flow cytometry, Bim-Bfl-1 binding inhibition | inhibition, % at 10 µM;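 note: 0% = wells without compound plus tracer and 100% = blocker peptide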
RGS7-Gao reg – modulates binding of RGS7 to human Galphao; binding response (% of control), % at 10 µM; P09471; 220,000 compounds, 0.35% hits; AID 1439; Multiplexed bead flow cytometry; actives lie on both sides; in the data active = binding response below about 49% or above about 150%; inconclusive = no clear call, values can overlap the other calls; inactive = in between;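 note: fluorescent Galphao held in activated GDP-AlF4 state binding bead-coupled RGS7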
* hit, by the source's call; ? = inconclusive; . = not tested or not shown. Cut-off read from the data, not from the text of the source, unless noted: active = inhibition above about 40%.

No.	canonical_smiles	RGS7-Gao reg	Bim-Bcl-XL	Bim-Bcl-2	RGS8-Gao reg	Mcl1-Noxa inh	Bfl-1 Bim block	RGS4-Gao reg	Mcl1 Bid PPI	Bim-Bcl-W	Bim-Bcl-B	Bim-Mcl-1
1	Cc1ccc2c(c1)c1c3n2CCN(C(=O)Cn2c(-c4ccccc4)noc2=O)C3CCC1 (configuration not stated)	99	-1	0	99	-18	1	98	-50	0	-1	0
2	O=C(Cc1nnc(NC(=O)Nc2ccccc2)s1)Nc1ccccc1	?	.	.	99	-1	.	99	-42	.	.	.
3	COCCCNC(=O)c1cccc(OC)c1OC	103	-2	-5	105	-4	0	101	-16	-3	-1	-4
4	COc1cccc(/C=N/n2nnnc2N)c1O	?	.	.	101	18	.	101	-102	.	.	.
5	CCCCc1ccc(-n2nnnc2SCC(=O)Nc2cc(OC)c([N+](=O)[O-])cc2C)cc1	97	-14	-8	85	-2	-6	94	12	-12	-14	-21
6	O=C(O)CSCCC(=O)Nc1ccc(F)cc1	102	-4	-8	99	1	-7	103	-7	-3	-6	-3
7	NC(=O)c1ccccc1OCC(=O)NC12CC3CC(CC(C3)C1)C2	108	1	-4	103	3	-10	101	-6	1	-3	1
8	N#Cc1ccccc1OCC(=O)N1CCc2ccccc2C1	98	-1	1	96	12	0	93	0	-2	0	0
9	O=C(Nc1ccc(Cl)c([N+](=O)[O-])c1)C(Sc1ccccc1)c1ccccc1 (configuration not stated)	100	-7	-4	100	13	0	99	-15	0	-7	-1
10	CCC(c1nnnn1Cc1ccc2c(c1)OCO2)N1CCN(c2ccccc2)CC1 (configuration not stated)	100	-6	-11	99	17	-17	98	-18	-3	-9	-4
11	COc1cc(C(=O)Nc2nncs2)cc(OC)c1OC	103	3	-1	101	-24	2	107	-25	2	3	5
12	CCOC(=O)c1nnn(-c2nc(OC)nc(N3CCCC3)n2)c1-c1ccccc1	99	-8	-15	103	6	-23	103	-21	-6	-12	-5
13	O=C(CCN1CCOCC1)c1ccc(Br)cc1	103	0	0	99	-9	2	98	-12	0	-1	0
14	COC(=O)c1sc2nc(-c3ccccc3)c3c(c2c1N)CCCC3	100	1	-1	107	-31	-6	99	-13	3	-5	2
15	Cc1cc(C)n(C(=O)c2c([N+](=O)[O-])cnn2C)n1	99	-2	-2	100	-32	-2	101	-7	-1	-3	-1
16	CS(=O)(=O)Nc1ccccc1C(=O)c1ccccc1	101	-5	-4	101	6	-10	104	-34	0	-8	-1
17	O=C1CCc2cc(S(=O)(=O)N3CCC(C(=O)NC4CCCc5ccccc54)CC3)ccc2N1 (configuration not stated)	102	-6	-11	100	0	-15	100	-13	-5	-9	-4
18	COc1ccc(OC)c(C(=O)c2coc3ccc(O)cc23)c1	107	-8	-7	101	10	-13	103	-9	4	-6	1
19	CN1CCN(C2CC(=O)N(Cc3ccc(N4CCCC4=O)cc3)C2=O)CC1 (configuration not stated)	101	-1	10	100	-11	4	99	-18	0	13	-1
20	Cc1nnsc1NC(=O)OCCCl	99	-4	-3	99	1	-4	99	-1	-3	-7	-5
21	Cc1nc2n(n1)C(O)c1cc([N+](=O)[O-])ccc1S2 (configuration not stated)	103	-2	-2	100	-24	-3	101	6	-1	-1	3
22	O=C(O)CSCC(=O)NCc1ccccc1	99	-4	-3	86	16	0	96	3	-2	-2	-2
23	CC(=O)c1ccc(OC(=O)c2cccs2)cc1	104	-5	-13	102	9	-12	102	-15	0	-7	-2
24	O=C(CCCCCNC(=S)Nc1ccc(Cl)cc1)C[N+](=O)[O-]	?	-3	-4	93	-2	-4	93	-68	0	-7	-2
25	CCOC(=O)c1c(-c2ccc(Cl)cc2)csc1NC(=O)CNCc1ccco1	?	.	.	103	21	.	100	-10	.	.	.
26	CN1CCN(Cn2cc(/C=C/C(=O)c3ccccc3)c3ccccc32)CC1	103	-7	-11	106	-3	-12	107	-7	0	-8	-1
27	O=C(CNC(=S)N(Cc1ccccc1)Cc1cccnc1)NC1CC1	97	-6	-6	87	10	-10	94	-38	-2	-6	-1
28	O=C(O)c1cccc(Nc2nc(N3CCOCC3)nc(N3CCOCC3)n2)c1	103	0	-4	101	24	-11	101	4	4	-7	-1
29	Cc1cc(=O)oc(C)c1C(=O)NCCCN1CCN(c2ccccc2F)CC1	104	0	0	103	-5	-1	101	-11	-3	0	0
30	Cc1nn(-c2ccc(F)cc2)c2nc(N)c(C#N)c(-c3cccs3)c12	101	-13	-7	103	-92	-12	107	-11	3	-7	-3

Additional entries follow:
No.	canonical_smiles	RGS7-Gao reg	Bim-Bcl-XL	Bim-Bcl-2	RGS8-Gao reg	Mcl1-Noxa inh	Bfl-1 Bim block	RGS4-Gao reg	Mcl1 Bid PPI	Bim-Bcl-W	Bim-Bcl-B	Bim-Mcl-1
31	COC(=O)c1[nH]c2ccc(C)cc2c1NC(=O)C1=COCCO1	117	0	-2	106	1	-1	113	-84	0	-3	-1
32	O=c1c2ccccc2nc2n1C(CSc1ccc(F)cc1)CS2 (configuration not stated)	90	-1	-1	97	1	-5	95	-26	1	-2	1
33	COc1ccc(Cl)cc1S(=O)(=O)N1CCC(O)(c2ccc(Cl)cc2)CC1	?	.	.	104	15	.	111	-1	.	.	.
34	O=c1cc(O)nc(SCc2ccccc2)n1-c1ccc(Cl)cc1	?	-4	-3	92	4	-1	92	-33	-1	-1	1
35	COc1ccc(/C(N)=N/OC(=O)c2cccc([N+](=O)[O-])c2)cc1	98	-5	-4	103	-3	-11	99	-5	2	-5	0
36	Cc1nccn1CCCNCc1c(C(=O)N2CCCCCCC2)nc2ccc(Cl)cn12	96	-1	-6	100	5	-7	96	-40	-2	-2	-1
37	O=C1Cc2ccccc2C(=O)N1Cc1ccccc1	99	-3	-9	102	7	-11	101	-28	5	-5	-2
38	CCOc1ccc2nc(SCC(=O)c3ccc(C)s3)sc2c1	100	0	-14	100	-1	-8	97	-14	1	-40	-153
39	COC(=O)Nc1ccc(Cn2cc(C(F)(F)F)ccc2=O)cc1	100	-5	-6	103	8	-8	101	-12	-4	-4	-2
40	O=C(c1cc2ccccc2o1)n1nnc2ccccc21	100	-3	2	100	12	3	101	3	-1	0	-3
41	COc1ccccc1NC(=O)CSc1nc(O)cc(=O)[nH]1	100	-2	-6	100	17	-2	99	-31	-4	-2	-4
42	CCCCn1c(=N)n(CC(=O)c2ccco2)c2ccccc21	106	-1	0	101	-5	0	106	-6	0	0	0
43	Clc1ccc(Nc2ccc(-n3ccnc3)nn2)cc1Cl	103	-1	0	104	26	1	102	9	1	2	2
44	C=CCOC(=O)/C(=C\c1cccc2ccccc12)NC(=O)c1ccccc1	96	-1	-6	101	4	-4	98	-5	-4	-3	-6
45	NNc1nc2c(Cl)c(Cl)ccc2s1	104	-3	-5	102	28	-11	102	-23	-2	-4	0
46	COc1ccc2c(c1)[nH]c1c(=O)n(/N=C/c3ccc(OC)c(COc4ccccn4)c3)cnc12	104	-5	-4	105	-3	-3	101	-16	-5	-6	-7
47	S=C(Nc1ccccc1)Nc1nc2ccccc2n1CCOc1ccc(Br)cc1	100	-9	-12	102	-104	-12	101	-89	-10	-13	-9
48	CN(C)/C=C/C(=O)c1ccc(C(F)(F)F)cc1F	104	94*	74*	103	20	22	103	-23	23	89*	100*
49	Cc1nc2ccc(S(=O)(=O)NC(C(=O)Nc3nccs3)C(C)C)cc2s1 (configuration not stated)	103	-12	-10	100	0	-11	102	-13	-8	-15	-9
50	CSC1=N/C(=C\c2ccc(Cl)cc2)C(=O)N1N(C)C	?	.	.	101	-5	.	97	6	.	.	.
51	C/C(Cc1ccccc1)=N\NC(=O)c1cccnc1	101	-3	6	95	8	8	84	-12	-1	4	0
52	COc1ccc(-c2ccc(/C=C(\NC(=O)c3ccccc3)C(=O)N3CCOCC3)o2)cc1	98	-3	-6	104	20	-9	100	-19	1	-3	-1
53	COc1ccc(NC(=O)C2CC(=O)N/C(=N/N=C/c3ccccc3)S2)cc1 (configuration not stated)	?	.	.	98	4	.	94	-36	.	.	.
54	Cc1cc(C(=O)CN2CC(C)OC(C)C2)c(C)n1-c1ccccc1 (configuration not stated)	102	-3	3	132	-2	-1	105	-19	-5	-1	-3
55	CCOC(=O)CSC1=C(C#N)C(=O)NC(c2ccc(OC)c(OC)c2)S1 (configuration not stated)	103	-11	-12	94	14	-17	99	5	-4	-12	-4
56	CC(=O)Nc1ccc(S(=O)(=O)N2CCN(C(=O)N3CCOCC3)CC2)cc1	101	-18	-9	101	.	-16	102	-13	-3	-8	-4
57	O=C(CSc1nc(-c2ccccc2)cc(=O)[nH]1)NCc1ccc2c(c1)OCO2	103	-7	-11	103	14	-17	105	-5	0	-10	-5
58	COCCN(C(C)=O)c1nnc(-c2cnccn2)s1	.	0	-7	108	1	-9	.	-19	7	-7	-2
59	COc1ccccc1Nc1nc(N)nc(CSc2nncn2C)n1	97	-10	-5	92	12	-10	91	-11	-1	-9	0
60	O=C(/C=C/c1ccco1)NC(=S)Nc1cc(-c2nc3ccccc3s2)ccc1Cl	95	-8	-8	101	64*	-6	98	63*	-7	-9	-4

Other structures:
No.	canonical_smiles	RGS7-Gao reg	Bim-Bcl-XL	Bim-Bcl-2	RGS8-Gao reg	Mcl1-Noxa inh	Bfl-1 Bim block	RGS4-Gao reg	Mcl1 Bid PPI	Bim-Bcl-W	Bim-Bcl-B	Bim-Mcl-1
61	COc1ccc(-n2cnnc2SCC(=O)Nc2ccc(N3CCOCC3)cc2)cc1	95	-7	-9	100	13	-15	99	-9	0	-8	-3
62	O=C(Nc1ccc(S(=O)(=O)N2CCCC2)cc1)C1COc2ccccc2O1 (configuration not stated)	91	0	1	90	7	1	91	-6	4	3	2
63	Cc1cccc(N(CC(N)=O)C2SC(=O)NC2=O)c1 (configuration not stated)	95	.	?	101	38	.	100	3	.	.	.
64	CC[n+]1ccccc1/C=C/Nc1ccccc1	112	0	-3	103	4	-3	101	-55	0	-3	-1
65	CC(=O)NC(=O)NC1CSCC1OC(C)=O (configuration not stated)	103	-6	-10	100	8	-18	101	-5	-2	-11	-6
66	Cc1cccc(OCCNc2nc3c(c(=O)n(C)c(=O)n3C)n2C)c1	101	-2	-8	100	-3	-7	102	-70	0	-1	4
67	CS(=O)(=O)N(CC(=O)O)c1cccc(Cl)c1	102	-4	-7	99	23	-11	99	18	0	-4	0
68	Cc1ccc(NC(=O)COC(=O)C(CC(C)C)N2C(=O)C3CC=CCC3C2=O)c(C)c1 (configuration not stated)	101	-9	-3	99	11	-5	99	-16	-4	-5	-6
69	CC(=O)c1c(C)nc(-c2ccc(OCC(=O)Nc3ccccc3)cc2)n1O	102	-9	-4	97	21	8	100	-27	-6	-39	-3
70	Cn1c(SCC2CCCO2)nnc1-c1ccncc1 (configuration not stated)	107	-7	-11	100	-8	-13	97	-4	-2	-3	-4
71	CN(CC1CCCO1)S(=O)(=O)c1ccc(C(=O)N2CCN(c3ccccc3)CC2)cc1 (configuration not stated)	102	0	-3	102	-3	-3	102	-17	3	0	0
72	COc1ccc(C2CC(c3cccs3)=NN2C(=O)CSc2nncn2C)cc1OC (configuration not stated)	?	-1	-1	100	22	-5	101	-5	-1	-4	0
73	CS(=O)(=O)N(CC(=O)NCCSc1ccccc1)c1ccc2c(c1)OCO2	101	-8	-11	101	8	-16	101	-2	-1	-7	-3

An unsorted share of the library; about 2.7% have a hit in one of these screens.
